PP1 inh – PP1-alpha phosphatase inhibitors, primary screen, counter-screen for PP5 inhibitor project, biochemical, fluorescence, OMFP substrate, single point; Serine/threonine-protein phosphatase PP1-alpha catalytic subunit (Homo sapiens), P62136; purified PP1alpha; inhibition, % at 6.7 µM; 0.9% of 320,000 active;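 active = inhibition above the mean inhibition of all tested compounds plus 3 SD, computed separately for each screening campaign, cut at about 15% in these data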
TPT1 inh – Candida albicans TPT1 enzyme inhibitors, primary screen, biochemical, fluorescence polarization | inhibition, % at 5 µM | 0.81% of 300,000 active | tRNA 2'-phosphotransferase TPT1 (Candida albicans SC5314) | recombinant caTPT1, FP RNA substrate dephosphorylation;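 active = inhibition above the mean of all tested compounds plus 3 SD, set per screening campaign, cut at about 24% in these data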;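 note: plate controls were DMSO alone for no effect and ferristatin control at 100 nM for full effect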
PP5 inh – PP5 phosphatase inhibitors, primary screen, biochemical, fluorescence. inhibition, % at 6.7 µM. AID 1987, 2009. purified PP5c, OMFP substrate fluorescence. 0.18% of 320,000 active;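 active = inhibition above the campaign's mean inhibition across all tested compounds plus 3 SD, cut at about 9.5% in these data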;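 note: 0% = DMSO only and 100% = 100 µM cantharidin control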
Target sequence (P53041 whole entry, looked up): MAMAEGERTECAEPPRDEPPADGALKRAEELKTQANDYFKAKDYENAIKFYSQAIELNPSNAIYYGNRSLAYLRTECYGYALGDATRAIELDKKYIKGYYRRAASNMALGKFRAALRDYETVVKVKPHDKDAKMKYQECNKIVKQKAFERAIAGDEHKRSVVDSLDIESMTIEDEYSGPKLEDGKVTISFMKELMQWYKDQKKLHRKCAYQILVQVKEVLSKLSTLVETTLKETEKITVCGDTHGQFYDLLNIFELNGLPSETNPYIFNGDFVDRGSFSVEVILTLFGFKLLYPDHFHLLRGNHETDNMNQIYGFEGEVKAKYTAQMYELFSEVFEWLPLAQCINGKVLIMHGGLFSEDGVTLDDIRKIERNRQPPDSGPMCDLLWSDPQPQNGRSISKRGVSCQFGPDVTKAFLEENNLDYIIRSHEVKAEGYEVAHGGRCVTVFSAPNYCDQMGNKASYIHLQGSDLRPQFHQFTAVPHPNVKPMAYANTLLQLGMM
ZTA counter – blocks Epstein-Barr virus ZTA, an EBNA-1 counter-screen; 0.15% of 320,000 active; ZTA-DNA binding, fluorescence polarization; AID 2234; P03206; inhibition, % at 11 µM; in the data active = inhibition above about 33%
GASC-1 inh – inhibitors of GASC-1 histone demethylase, primary screen, biochemical, fluorescence, DELFIA europium. 0.069% of 330,000 active. GST-JMJD2C(1-420) H3K9me3 demethylation. Lysine-specific demethylase 4C (Homo sapiens), Q9H3R0. inhibition, % at 2.35 µM;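 active = more than half of a compound's replicate wells show inhibition beyond 50%, single wells judged on their own value; inconclusive = some, but no more than half, of replicates pass 50% inhibition; inactive = no replicate passes 50% inhibition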;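 note: signal counts dimethyl H3K9 product captured on neutravidin plate; 0% = median of DMSO wells and 100% = 0.3 times that DMSO median; strong numbers were not always called active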
Target sequence (Q9H3R0 1-420 limits assumed): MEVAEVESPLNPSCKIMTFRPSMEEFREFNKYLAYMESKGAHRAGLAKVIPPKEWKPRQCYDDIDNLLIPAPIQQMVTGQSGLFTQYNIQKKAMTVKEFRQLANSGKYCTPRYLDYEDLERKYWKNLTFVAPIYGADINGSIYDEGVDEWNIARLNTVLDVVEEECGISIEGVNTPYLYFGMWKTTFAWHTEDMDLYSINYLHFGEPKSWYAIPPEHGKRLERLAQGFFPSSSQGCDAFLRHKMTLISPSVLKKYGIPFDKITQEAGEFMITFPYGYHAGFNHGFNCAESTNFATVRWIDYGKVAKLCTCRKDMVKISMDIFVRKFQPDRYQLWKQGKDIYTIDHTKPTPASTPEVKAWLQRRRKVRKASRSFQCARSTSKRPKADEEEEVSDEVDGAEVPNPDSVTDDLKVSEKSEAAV
Fh CTSL1 inh – Fasciola hepatica cathepsin L1 inhibitors, primary screen, counter-screen for PFM18AAP inhibitor project, biochemical, QFRET, fluorogenic peptide substrate. recombinant F. hepatica cathepsin L1, Z-Leu-Arg-MCA fluorescence. inhibition, % at 5.96 µM. 0.49% of 300,000 active. AID 1906, 2009;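 active = inhibition above the mean of all tested compounds plus 3 SD, set per screening campaign, cut at about 17% in these data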;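 note: 0% = plate median of test compound wells and 100% = 1 µM Z-Phe-Ala-diazomethylketone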
core dimer inh – inhibitors of HCV core protein dimerization, primary screen, biochemical, TR-FRET, high-throughput. TR-FRET GST/Flag-core106 dimerization, 1536-well. inhibition, % at 5 µM. 0.33% of 300,000 active;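 active = inhibition above the mean of all tested compounds plus 3 SD, set per screening campaign, cut at about 45% in these data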
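Assay system: Tagged HCV core106 pair (GST and Flag) | Buffer or medium: KF-containing HEPES buffer, pH 7.45, DTT, CHAPS, BSA | Also added: Eu donor and XL665 acceptor anti-tag antibodies | Dosing: One concentration, 5 µM, in 0.5% DMSO | Timing: 4 h at 22.5 °C | Technique: TR-FRET 671 and 617 nm emission | Repeats: Singlicate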
EBNA-1 inhibitor – EBNA-1 DNA-binding inhibitors, primary screen, biochemical, fluorescence polarization; inhibition, % at 14.8 µM; 0.34% of 300,000 active; in the data active = inhibition above about 28%
CR mimetic SO – reduction of superoxide in aged yeast, primary screen, HTS | S. cerevisiae aged cells, superoxide DHE fluorescence; hits give low values | superoxide response (% of plate mean), % at 10 µM | 0.18% of 330,000 active | AID 2690, 2010;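 active = superoxide response under a set limit, about three screen SD below normal, cut at about 65% in these data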;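 note: yeast aged for seven days with compound at 30 °C before DHE staining; 100% = average MFI of all compound-treated wells on the plate with controls excluded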
An asterisk follows results filed as active; u = inconclusive; x = no result given. An unsorted share of the library. About 3.1% of those tested had a hit in this group.

SMILES	PP1 inh	TPT1 inh	PP5 inh	ZTA counter	GASC-1 inh	Fh CTSL1 inh	core dimer inh	EBNA-1 inhibitor	CR mimetic SO
CCOCCCn1c(NN)nc2ccccc2c1=O	-3.7	1.3	-0.5	-7.5	2.0	4.0	-1.5	-7.1	102.5
CN(CC(=O)NNC(=O)CNC(=O)c1cccs1)S(=O)(=O)c1ccc(Cl)cc1	-6.6	-1.4	2.5	-7.0	4.2	-7.0	-5.3	-6.2	106.8
Cc1ccc2c(c1)N(CCC(=O)NC1CCCCC1)C(=O)CO2	1.4	4.1	-0.3	-0.2	-10.9	-4.0	-5.8	-13.0	89.4
O=C(/C=C/c1ccc(Cl)cc1)NC(=S)Nc1ccc(C(=O)O)cc1	0.9	-2.0	0.0	-7.0	-0.2	3.3	0.0	-0.1	100.4
CCCNC(=O)c1ccc2c(=O)c(O)c(-c3ccsc3)[nH]c2c1	2.5	-37.4	0.5	-2.2	11.8	1.1	-14.1	1.8	81.4
Cc1ccccc1-c1nn(-c2ccc(F)cc2F)cc1CNCC(C)O (configuration not stated)	0.4	1.4	3.2	-2.8	-17.6	-1.9	-7.9	5.1	88.2
CCOC(=O)N1CCN(S(=O)(=O)c2ccc(OCC(=O)OC)c(Cl)c2)CC1	-2.9	0.8	1.5	4.9	52.6	1.5	-0.6	-4.8	108.5
OCC1(Cc2ccccc2Cl)CCN(C/C=C/c2ccccc2)CC1	-4.3	0.6	1.2	-15.8	-20.5	-0.7	-1.6	-13.1	94.1
CC(C)c1ncc(S(=O)(=O)c2ccc(C(F)(F)F)cn2)c(N)n1	-6.9	0.3	3.6	1.1	-5.5	0.2	-0.8	-10.8	108.9
O=C(Nc1nc2ccsc2c(=O)s1)c1ccc(Cl)cc1	3.2	-2.6	-2.4	-2.8	u	0.2	-42.0	0.5	95.2
CC(C)CC1NC(=O)N(CC(=O)N2CCCc3ccccc32)C1=O (configuration not stated)	-4.7	-3.4	3.1	-8.1	29.7	-2.9	2.3	9.6	96.4
Cc1c(C)n2c(SCC(=O)NC3CCCCC3)nnc2[nH]c1=O	-4.4	-3.9	0.7	11.5	-10.9	-2.4	-0.9	10.7	98.7
CCOc1ccc(CCNC(=O)CCS(=O)(=O)c2ccc(C)cc2)cc1OCC	0.7	-3.7	2.3	-7.6	-21.9	8.3	-6.9	2.9	97.7
O=C(Nc1cccc(F)c1)C1CCCN(S(=O)(=O)c2cccc3cccnc23)C1 (configuration not stated)	-0.5	-2.2	1.6	-6.5	3.4	-2.3	-3.1	-0.1	94.2
N#C/C(=C\c1ccccc1)c1ccccn1	-2.3	-3.0	-0.8	-3.5	-4.9	0.7	-2.4	-8.4	91.4
COCCCNC(=O)c1cccc2c(=O)c(C)c(-c3ccccc3)oc12	-1.3	2.4	1.8	3.5	-9.1	0.1	-5.0	1.3	125.8
COc1cccc(C(=O)Nc2nc3ccc(S(C)(=O)=O)cc3s2)c1	-0.1	1.9	1.7	0.9	-5.5	2.1	2.2	-22.5	98.1
O=C1CCC(C(=O)N2CCSCC2)CN1Cc1ccc(Cl)cc1 (configuration not stated)	1.9	-0.3	3.3	5.0	-4.0	-0.1	6.6	2.3	118.3
Cc1ncc(CO)c(CO)c1O	2.4	-7.2	0.6	-18.9	-14.5	-1.6	-7.0	-7.3	101.7
CCOc1ccccc1N1CC(C(=O)N2CCc3ccccc32)CC1=O (configuration not stated)	-3.6	-3.2	0.7	-5.8	1.9	-0.9	0.5	0.8	102.5
CCOC(=O)c1cn(CC)c2ccc(Br)cc2c1=O	-1.7	-0.3	2.5	7.7	-0.1	1.8	2.5	-7.8	104.2
O=S(=O)(c1ccccc1Br)N1CCC(O)(c2cccnc2)CC1	-0.4	-7.1	1.3	-2.5	-14.0	1.3	3.7	-15.0	96.1
O=C(OCC1OC(n2cc(Br)c(=O)[nH]c2=O)C(Br)C1O)c1ccccc1 (configuration not stated)	-5.7	0.6	2.1	8.1	6.4	-0.4	10.1	2.8	98.2
CCOC(=O)Cn1cnc2sc3c(c2c1=O)CCC3	13.3	35.9*	2.0	6.0	-41.0	-0.8	-72.1	-11.8	96.8
CC(=O)c1cccc(N2C(=O)C3C(C(=O)Nc4cc(C)on4)C4(C)C=CC3(O4)C2C(=O)NC(C)(C)C)c1 (configuration not stated)	-2.1	-4.3	-2.3	1.7	-20.3	-0.7	-4.8	-4.0	92.0
O=c1oc2c3c4c(cc2s1)CCCN4CCC3	6.6	-35.0	1.1	-15.8	4.5	11.2	18.5	6.0	92.2
CCCn1nnc(NC(=O)c2ccc3c(c2)OCO3)n1	-3.5	-4.8	-1.0	-2.0	-28.0	-1.7	-3.8	4.6	83.3
CCOc1ccccc1NC(=O)COC(=O)CN(C)S(=O)(=O)c1ccc(C)cc1	-1.6	-4.6	-2.1	7.0	3.4	-32.7	-3.2	11.6	91.7
CCCOc1ccc(/C=C2\SC(N)=NC2=O)cc1OC	-2.8	3.2	1.8	1.2	-24.4	3.6	5.5	-17.6	98.9
COc1cc(Cl)c(C)cc1NC(=O)COC(=O)C1=COCCO1	-3.2	-4.1	3.6	-15.0	-37.5	-2.7	-6.5	-3.4	85.0
CN(C)C(=O)CN1CCN(C(=O)CCl)CC1	-1.2	2.8	1.4	-2.9	2.3	8.4	-2.0	-3.6	88.0
O=C(O)CC/C(=N\NC(=O)CNC(=O)/C=C/c1ccccc1)c1ccccc1	-1.5	-0.7	1.8	10.8	8.7	-3.5	-3.5	-8.0	96.7
CCC/C(O)=C1\C(=O)CCCC1=NCCc1ccc(OCC)c(OCC)c1	-1.9	-1.1	-0.5	-19.1	-10.7	-0.2	0.1	-8.9	93.3
CC(C)=NOc1nc(N2CCOCC2)nc(N2CCOCC2)n1	-0.1	-0.6	-2.0	4.9	3.1	0.4	3.1	0.4	107.1
COC(=O)C(NC(=O)c1ccco1)(Nc1ccc(Br)cn1)C(F)(F)F (configuration not stated)	0.8	-2.2	4.7	8.7	4.8	-1.9	2.2	6.9	93.8
CCOC(=O)Cc1csc(NC(=O)c2ccc(Cl)nc2)n1	-0.4	12.5	13.1*	-0.1	4.1	0.7	9.0	-6.0	109.1
CCc1c(C)nc2cc(-c3ccc(OC)c(OC)c3)nn2c1NCC1CC1	4.0	6.6	3.2	-4.6	0.1	5.0	2.3	1.7	102.0
CC(=O)Nc1ccc(NC(=O)c2sc(-c3ccccc3)nc2C)cc1	-1.4	1.2	2.8	-8.3	-10.6	-1.9	-8.0	-8.5	102.5
CCn1c(SCC(=O)Nc2nc(C)cs2)nnc1-c1ccncc1	-4.4	0.4	-1.1	3.0	54.3*	5.7	6.2	8.0	92.9
CCOc1ccc(CC(=O)NNC(=S)Nc2ccccc2)cc1Br	-0.2	-0.8	2.6	-6.7	5.0	0.5	2.7	5.4	116.7
CCCCc1cc(=O)oc2cc(C)cc(OC(C)C(=O)NCc3ccccn3)c12 (configuration not stated)	-2.0	0.7	-3.0	1.9	40.4	-2.5	2.2	-3.4	104.1
CCC(C)NC(=O)C1CCC(CNS(=O)(=O)c2ccc3c(c2)N(C(C)=O)CCO3)CC1 (configuration not stated)	-4.6	0.0	-1.8	-10.6	-1.8	-2.0	-0.2	8.4	84.5
O=Cc1ccc(C(=O)OCC(=O)NCCC2=CCCCC2)cc1	-5.3	-5.1	0.0	2.3	-3.9	-0.6	4.2	1.7	107.2
O=C(NCCCN=C1NS(=O)(=O)c2ccccc21)c1ccncc1	-2.3	-1.2	-2.6	-6.4	-3.7	-0.2	-0.9	2.5	96.3
O=C(CCc1nc2sc3c(c2c(=O)[nH]1)CCCC3)NCC(=O)Nc1ccccc1Br	2.3	x	0.2	-1.5	1.3	x	x	x	115.1
Cc1ccc(-c2[nH]ncc2C(=O)c2cccc(F)c2)c(O)c1	-1.8	-1.7	1.8	6.7	-7.6	-2.6	-0.7	-20.9	91.0
Cc1cc(C(=O)CN2C(=O)NC(c3ccccc3)(c3ccccc3)C2=O)c(C)n1Cc1ccco1	4.2	-4.0	1.6	-2.1	x	2.9	25.7	8.9	102.9
CC(=O)Nc1cccc(CNCc2cccc(NC(C)=O)c2)c1	-6.3	-6.0	-1.1	-10.7	4.4	0.8	-0.3	2.3	86.5
CCOC(=O)/C=C1\SCC(=O)N1CC(=O)NCc1cccc(Cl)c1	1.5	9.3	-3.3	-12.0	-19.1	-1.1	-1.6	-5.2	82.3
CCOC(=O)Cc1cc(-c2ccc(F)cc2)nc2ccc3ccccc3c12	-7.1	-1.0	0.6	2.4	16.7	4.2	1.9	-2.9	95.0
Cc1nc(N2CCN(c3ccccn3)CC2)c2c(C)c(C(=O)Nc3ccc(F)cc3)sc2n1	-1.2	-2.3	0.0	4.9	6.6	4.7	29.3	-5.0	104.7
CC(C)NC(=O)NC(=O)COC(=O)CCCSc1nc2ccccc2s1	-5.5	-1.8	5.8	-14.1	-1.7	-20.5	-8.6	5.5	99.2
O=C1C(=O)N(CCS(=O)(=O)c2ccccc2)c2ccc(F)cc21	0.6	-3.3	1.4	-16.6	-3.2	5.0	-7.2	-7.8	114.1
COc1ccc(NC(=O)N2CCOCC2)cc1OC	-3.4	-0.8	-0.8	3.0	9.8	0.8	-0.5	4.1	109.7
NC(=Nc1ccccc1)NC(=O)c1nc(Cl)c(N)nc1N	0.5	-1.9	-2.6	-1.6	-2.8	5.6	6.5	-3.2	108.3
CCOC(=O)c1c(C)nc2sc3c(=O)n(-c4ccc(OC)cc4)cnc3c2c1-c1ccc(OC)cc1	-4.5	2.3	-0.7	23.9	-0.3	0.6	14.9	2.5	105.8
CC(C)(C)NC(=O)CSc1n[nH]c(=O)n1-c1ccccc1	-3.6	2.6	2.0	-15.9	2.4	-1.1	-0.2	-6.5	107.6
O=C(CSc1n[nH]c(-c2ccncc2)n1)NCCc1ccccc1	2.7	1.1	0.7	-9.0	3.3	0.5	-2.2	9.2	92.0
CCn1c(Cc2ccccc2)nnc1SCC(=O)N1CCCCC1	-0.9	-0.2	-0.4	5.2	-5.7	0.5	-1.9	8.2	102.0
CCN(CC)C(=O)OCCc1cc2ccccc2c(=O)o1	5.2	x	1.6	7.4	-5.1	x	x	x	93.8

Sorted by number of heavy atoms (ascending): part of the list above.
SMILES	PP1 inh	TPT1 inh	PP5 inh	ZTA counter	GASC-1 inh	Fh CTSL1 inh	core dimer inh	EBNA-1 inhibitor	CR mimetic SO
CC(=O)Nc1cccc(CNCc2cccc(NC(C)=O)c2)c1	-6.3	-6.0	-1.1	-10.7	4.4	0.8	-0.3	2.3	86.5
CCn1c(Cc2ccccc2)nnc1SCC(=O)N1CCCCC1	-0.9	-0.2	-0.4	5.2	-5.7	0.5	-1.9	8.2	102.0
CCOC(=O)c1c(C)nc2sc3c(=O)n(-c4ccc(OC)cc4)cnc3c2c1-c1ccc(OC)cc1	-4.5	2.3	-0.7	23.9	-0.3	0.6	14.9	2.5	105.8
